PNC inhibitor: High Content Assay for Compounds that inhibit the Assembly of the Perinucleolar Compartment | PC3M PTB-GFP, PNC prevalence imaging, 16 h; stronger effect = lower value | 140,000 compounds, 3.1% hits | activity change (PNC), negative = inhibition, % at 10 µM;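 active = readout at or below -70, meaning at least 70% loss of cells showing the perinucleolar compartment, a nuclear body marking cancer cells; inconclusive = readout between -30 and a set limit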;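 note: plate controls were DMSO wells for no effect and camptothecin positive control wells for full effect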
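PC3M cells stably expressing PTB-GFP, 750–1000 cells/well, treated 16 h at 37 °C with compound (23 nl of library stock), in duplicate. After paraformaldehyde fixation and Hoechst stain, imaged at 20x; PNC prevalence scored by image analysis.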
IMPase inh: qHTS Assay for Identifying the Cell-Membrane Permeable IMPase Inhibitors; 120,000 tested, under 10 active; Inositol monophosphatase 1 (Rattus norvegicus), P97697; inhibition (IP1 accumulation), % at 46.1 µM; AID 901, 2007; CHO-M1 cells, IP1 accumulation, HTRF TR-FRET ratio; active = well fitted curve in the direction sought with a large enough effect in the signal ratio, not every such curve was filed as active; inconclusive = small, poorly fitted or top-dose-only effect, or a change in a side signal; inactive = no such curve, though single readings can be large or run the other way; the % refers to the signal ratio;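 note: cells stimulated with carbachol in lithium chloride buffer; plate controls were DMSO basal wells for no effect and reference inhibitor wells for full effect; higher means more IMPase inhibition seen as more IP1 and lower FRET ratio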
Target sequence (P97697 whole entry, looked up): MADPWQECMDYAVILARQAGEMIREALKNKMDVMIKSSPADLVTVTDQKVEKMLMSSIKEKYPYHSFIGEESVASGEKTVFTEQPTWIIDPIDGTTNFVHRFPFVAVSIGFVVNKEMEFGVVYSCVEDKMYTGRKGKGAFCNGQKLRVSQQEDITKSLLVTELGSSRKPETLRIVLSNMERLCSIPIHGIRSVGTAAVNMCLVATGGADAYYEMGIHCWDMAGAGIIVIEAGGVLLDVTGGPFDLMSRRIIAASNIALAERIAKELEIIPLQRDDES
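Carbachol-driven Gq signalling in CHO-M1 cells (2000/well) generates IP1. Compounds that block IMPase raise IP1 and so reduce the FRET signal from Eu-anti-IP1 and d2-IP1 after a 10 min room-temperature lysis.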
15-hLO-2 inh: qHTS Assay for Inhibitors of 15-hLO-2 (15-human lipoxygenase 2); AID 881, 2007; purified 15hLO-2, xylenol orange hydroperoxide absorbance; 110,000 compounds, 0.56% hits; Polyunsaturated fatty acid lipoxygenase ALOX15B (Homo sapiens), O15296; Potency, µM (titrated, usually from 57.1 µM), inactives show at the highest dose activity change, negative = inhibition, actives largely listed as inhibitors; note: potency is the fitted concentration of half-maximal effect; nearly all actives have a fitted effect of over 60% in size; many of its hits are not listed in these tables
Target sequence (O15296 whole entry, looked up): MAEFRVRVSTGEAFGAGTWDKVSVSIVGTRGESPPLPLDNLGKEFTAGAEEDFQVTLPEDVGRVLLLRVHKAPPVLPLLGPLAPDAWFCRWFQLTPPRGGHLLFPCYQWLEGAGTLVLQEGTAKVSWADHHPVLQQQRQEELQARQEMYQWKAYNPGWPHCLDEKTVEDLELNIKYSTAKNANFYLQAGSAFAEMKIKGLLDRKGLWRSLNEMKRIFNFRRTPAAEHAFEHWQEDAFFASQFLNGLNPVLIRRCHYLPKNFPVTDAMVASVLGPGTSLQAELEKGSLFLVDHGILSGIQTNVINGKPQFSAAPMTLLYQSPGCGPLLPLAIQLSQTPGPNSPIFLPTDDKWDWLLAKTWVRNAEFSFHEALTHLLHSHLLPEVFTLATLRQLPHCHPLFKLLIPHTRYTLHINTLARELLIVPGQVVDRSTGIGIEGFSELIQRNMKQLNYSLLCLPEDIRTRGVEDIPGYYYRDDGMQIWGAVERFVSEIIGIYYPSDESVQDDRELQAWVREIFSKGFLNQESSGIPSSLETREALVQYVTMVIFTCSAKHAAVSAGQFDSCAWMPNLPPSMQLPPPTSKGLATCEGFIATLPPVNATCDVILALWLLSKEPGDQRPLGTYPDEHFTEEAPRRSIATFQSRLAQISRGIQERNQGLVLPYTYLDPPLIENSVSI
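Screening format was qHTS against 50 nM purified 15hLO-2 in Hepes pH 7.5 with detergent. Activity follows hydroperoxide formation from 45 uM arachidonic acid, measured as 573:405 nm absorbance ratio of the ferric-xylenol orange complex.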
12-hLO inh: qHTS Assay for Inhibitors of 12-hLO (12-human lipoxygenase). Potency, µM (highest dose often 57.1 µM), inactives show top-dose activity change, negative = inhibition, usual class: inhibitors. Polyunsaturated fatty acid lipoxygenase ALOX12 (Homo sapiens), P18054. purified 12-hLO, xylenol orange hydroperoxide absorbance. 150,000 compounds, 0.12% hits. AID 1452, 2008; note: potency is the fitted concentration of half-maximal effect; nearly all actives have a fitted effect of over 55% in size; many of its hits are not listed in these tables
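Lipoxygenase turnover measured by absorbance at 573 and 405 nm after Fe-XO development. Human 12hLO 150 nM, arachidonate 40 uM, pH 7.0 Hepes buffer with detergent; 15 min compound preincubation, 30 min reaction.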
Active calls of the source: *; ? = inconclusive; · = not tested or not shown; & = joins results of further samples; [ ] = another dose, or the depositor's remark. Unless noted, calls come from the whole dose curve; as a rule, active = well fitted curve in the direction sought with a large enough effect; inconclusive = small, poorly fitted or top-dose-only effect, or another doubt; inactive = no such curve, though single readings can be large; an effect the other way counts as inactive or inconclusive. Unless noted, % is set by controls: 0 for no effect and ±100 for the full control effect. These rows are one share of the data; the hit share may differ from the screen's.

# | Molecule | PNC inhibitor | IMPase inh | 15-hLO-2 inh | 12-hLO inh
1 | CN(CCOc1ccc(Cl)cc1)c1ccc(S(=O)(=O)N2CCCCC2)cn1 | -2 | 8 | 2% | -3%
2 | O=c1oc(-c2ccc(Br)o2)nc2ccccc12 | -22 | 3 | -2% | 7%
3 | COC(=O)c1cn[nH]c1NC(=S)Nc1ccccc1C | 15 | 7 | -6% | -3%
4 | Cc1ccc2nc(SCC(=O)Nc3cc(C)on3)[nH]c2c1 | -29 | -2 | 4% | 1%
5 | CC(=O)Nc1ccc(S(C)(=O)=O)c(C)c1 | ? | · | · | 3%
6 | CCC1=[N+]([O-])C(C)(/C(C)=N\O)N(O)C1(C)C (stereo not drawn) | -1 | -4 | 1% | 1%
7 | Cc1ccc2c(c1)C(=O)CCN2 | 18 | -2 | -4% | -2%
8 | CCc1ccc(NC(=O)c2sccc2-n2cccc2)cc1 | 29 | -1 | -7% | -9%
9 | CC(/C=C/c1ccco1)=N/NC(=O)Cc1cccs1 | 17 | -3 | ? | -13%
10 | Cc1nc2cc(C(=O)O)ccc2n1-c1ccc(F)cc1F | -5 | 5 | 7%[2.29 µM] | 2%
11 | CCC(CO)NC(=O)c1ccc(-c2nn(C)c(=O)c3ccccc23)cc1 (stereo not drawn) | -12 | -5 | 0% | 2%
12 | O=C(NCc1nc2ccccc2[nH]1)c1ccc(Cl)c(S(=O)(=O)N2CCCC2)c1 | ? | 1 | 35%[activator] | 2%
13 | COCP(=O)(c1ccccc1)c1ccccc1 | 8 | 12 | 17% | 8%
14 | O=C(NNC(=O)c1sccc1-n1cccc1)c1cccc(Cl)c1 | 11 | 0[1.84 µM] | -20%[11.4 µM] | 6%
15 | CCOC(=O)COc1ccc(-c2nnc(-c3ccccc3)o2)cc1 | 1 | -5 | -5% | 3%
16 | CCn1c(C)c(CCC(=O)O)c(=O)n2nc(-c3ccccc3OC)cc12 | 56 | ? | -4% | 3%
17 | Cc1cccn2c(=O)c3cc(C(N)=S)c(=N)n(CCCOC(C)C)c3nc12 | -7 | 13 | ? | ?
18 | CC(=O)Nc1ccc(NC(=O)CSc2nccn2Cc2ccccc2)cc1 | 30 | -6 | -3% | 5%
19 | Cc1ccc(C2CC(c3ccccc3Cl)n3nc(N)nc3N2)cc1 (stereo not drawn) | -15 | 6 | 46%[activator] | -3%
20 | COc1ccccc1NC(=O)Nc1ccnn1Cc1cccs1 | 1 | -9 | 2% | 5%
21 | CCOC(=O)C(CC)/C(C)=N/NC(=O)c1ccccc1[N+](=O)[O-] (stereo not drawn) | -14 | 0 | -3% | -8%
22 | Cc1oc(-c2ccc(Cl)cc2)nc1CN1CCC(C(=O)N2CCc3ccccc3C2)CC1 | -17 | 9 | 24% | 2%
23 | Cc1cc(C)c(C(=O)COC(=O)c2cc([N+](=O)[O-])ccc2NCCO)cc1C | 2 | 11 | · | -2%
24 | CCn1cc(C(=O)N2CCN(Cc3ccc4c(c3)OCO4)CC2)c2cc(OC)c(OC)cc2c1=O | 31 | 9 | 6% | -2%
25 | CCN1CCN(C(=O)c2ccc(Cn3c(=O)[nH]c4cc(OC)c(OC)cc4c3=O)cc2)CC1 | 39 | 1 | 7% | 3%
26 | CCOc1ccc2nc(NS(=O)(=O)Cc3ccccc3)sc2c1 | -30 | 4 | -10% | 7%
27 | Cc1c(C(=O)O)oc2c3c(ccc12)OCCO3 | ? | 0[1.84 µM] | -10%[11.4 µM] | 0%
28 | Cc1cc(C)cc(NC(=O)Cn2c(=O)oc3cc(S(=O)(=O)N4CC(C)CC(C)C4)ccc32)c1 (stereo not drawn) | 21 | 3 | -11% | -4%
29 | COc1ncnc2c1N[C@@](C)(O)c1c(F)c(F)c(F)c(F)c1S2 | 18 | 8 | 9% | -12%
30 | CSc1ccccc1NC(=O)c1cccs1 | -7 | 4 | 5% | -4%
31 | Cc1nc2c(=O)n(C)c(=O)n(C)c2nc1Cl | 0 | · | · | -3%
32 | COC(=O)C(CC(C)C)NC(=O)c1ccc([N+](=O)[O-])c(C)c1 (stereo not drawn) | 89 | 8 | 12% | -2%
33 | COc1ccc(-c2ccc(/C=N/N3C(=O)C4C5C=CC(C6CC56)C4C3=O)o2)c([N+](=O)[O-])c1 (stereo not drawn) | 74 | · | · | -4%
34 | Cc1ccc(S(=O)(=O)/N=C(\N)Nc2nc(C)c3ccccc3n2)cc1 | 35 | -12 | · | -5%
35 | CCCCc1nnc(NC(=O)CSc2nc(=O)cc(N)n2-c2cccc(C)c2)s1 | -81* | 1 | -20% | 2%
36 | O=C(NCc1ccccn1)[C@@H]1C[C@H]1[C@@H](NP(=O)(c1ccccc1)c1ccccc1)c1ccccc1 | 86 | · | -1% | 0%&3%
37 | O=C(O)c1ccc(OC(F)(F)C(F)C(F)(F)F)cc1 (stereo not drawn) | 3 | -12 | -5% | -5%
38 | COc1ccc(N2CCN(C(c3cc4cc(C)ccc4[nH]c3=O)c3nnnn3Cc3ccccc3)CC2)cc1 (stereo not drawn) | ? | -5 | 20% | -7%
39 | Cc1cc2cc(CN(C(=O)C3CC3)C3CCCC3)c3nnnn3c2cc1C | ? | 8 | 8% | 2%
40 | N#Cc1c2c(c(N3CCN(c4ccccn4)CC3)n3c1nc1ccccc13)CCC2 | 45 | -2 | 2% | ?
41 | O=[N+]([O-])c1ccc(Sc2nnnn2-c2ccccc2)c(Cl)c1 | -2 | -4 | 2% | -15%
42 | CCCn1nc(C(=O)Nc2nc3ccccc3[nH]2)c2ccccc2c1=O | ? | · | · | -4%
43 | CC(=O)OCN(C#N)c1nc(N(C)C)nc(N(C)C)n1 | 50 | 6 | 1% | 0%
44 | O=S(=O)(N/N=C/c1ccc2c(c1)OCCO2)c1ccc(Cl)cc1 | ? | 1 | -4% | -5%
45 | CCCS(=O)(=O)N1CCN(C(=O)COc2ccc(-c3ccccc3)cc2)CC1 | -88* | -7 | · | -4%
46 | Cc1ccc(NS(=O)(=O)c2ccc(NS(=O)(=O)c3cccs3)cc2)cc1 | 18 | 0 | -3% | -4%
47 | O=C(Cc1ccccc1)Nc1ccc(NC(=O)c2ccco2)nc1 | -5 | -6 | 3% | -2%
48 | O=C(CSc1nc2ccccc2[nH]1)Nc1ccc(F)c(F)c1 | ? | -4 | 13% | -9%
49 | COc1cc(C(C#N)N2CCCCC2)ccc1O (stereo not drawn) | ? | ? | -25% | -4%
50 | O=C(CN1C(=O)NC2NC(=O)NC21)NN=C1CCCC1 (stereo not drawn) | ? | 2 | · | -2%

One compound at a time, as listed above. Screens in order: PNC inhibitor | IMPase inh | 15-hLO-2 inh | 12-hLO inh
Shown for Cc1cc(C)cc(NC(=O)Cn2c(=O)oc3cc(S(=O)(=O)N4CC(C)CC(C)C4)ccc32)c1 (stereo not drawn) → 21 | 3 | -11% | -4%
Shown for CC(=O)Nc1ccc(NC(=O)CSc2nccn2Cc2ccccc2)cc1 → 30 | -6 | -3% | 5%

Following part:
# | Molecule | PNC inhibitor | IMPase inh | 15-hLO-2 inh | 12-hLO inh
51 | Cc1ccccc1OCC(=O)Nc1ccccc1CO | -23 | -7 | 7% | -8%
52 | Cc1ccccc1NC(=O)c1ccc(Cl)c(NC(=O)c2ccncc2)c1 | ? | · | · | 0%
53 | CCOC(=O)c1[nH]c2ccc(Br)cc2c1NC(=O)CCN1CCCC(C)C1 (stereo not drawn) | 23 | · | · | -1%
54 | C[N+](C)(C)CC(O)CC(=O)O (stereo not drawn) | · | · | -4% | -3%
55 | CCc1ccc2[nH]c(=O)c(CN(CCN3CCOCC3)C(=O)Nc3ccccc3F)cc2c1 | -86* | 9 | 29% | 0%
56 | CCCC(=O)C1=C(O)C(C(=O)OC)C(C)(C)CC1=Nc1cccc2ccccc12 (stereo not drawn) | ? | 7 | · | 3%
57 | CCN(CC(=O)NC(C)C)C(=O)C(CCSC)NC(=O)c1cccc(C)c1 (stereo not drawn) | 22 | -3 | 0% | 7%
58 | CCCc1cc(=O)[nH]c(SCC(=O)N(CC(C)C)C2CCS(=O)(=O)C2)n1 (stereo not drawn) | 24 | -7 | -1% | -1%
59 | Cc1cccc(N2CCN(C(=O)Cc3ccc(Br)cc3)CC2)c1C | 35 | 18 | 9% | -18%
60 | CC(=O)Nc1sc2c(c1C#N)CC(C)(C)NC2(C)C | ? | 1 | 2% | 3%
61 | CCC(=O)NC(Cc1ccccc1)c1ccc2c(c1)OCCCO2 (stereo not drawn) | ? | · | · | 1%
62 | CCn1c(=O)c(-[n+]2ccccc2)c(O)c2ccccc21 | -3 | -3 | 2% | 4%
63 | O=c1[nH]c2cc3c(cc2cc1CN(CCc1ccccc1)Cc1nnnn1CC1CCCO1)OCO3 (stereo not drawn) | -24 | -5 | -1% | -1%
64 | O=C(NCCCNCc1ccccc1)c1ccncc1 | 1 | 4 | 7% | 2%
65 | CCc1nc(Nc2ccncc2)c2oc3ccccc3c2n1 | -4 | 23 | 4% | -2%
66 | COC(=O)c1ccc(C(/C=C/[C@@H](C)C(=O)N(C)C)NC(=O)OCc2ccccc2)cc1 (stereo partly drawn) | · | · | 4% | 0%
67 | COCCN(C(=O)Nc1ccccc1)c1ccccc1C | -100* | -6 | · | -1%
68 | COc1ccccc1NC(=S)NCc1ccc(S(N)(=O)=O)cc1 | -4 | 1 | · | 1%
69 | Cn1cccc1Cc1nnc(SCC(=O)N2CCCCCC2)n1-c1ccc(F)cc1 | 15 | -1 | -3% | 0%
70 | O=S(=O)(NC1CCCCC1Nc1ccccc1)c1ccccc1 (stereo not drawn) | ? | · | · | 2%
71 | Cc1cccc(N(C)c2cc(C)nc3nc(C)nn23)c1 | ? | 0 | · | 6%
72 | Cc1cc(C)cc(NC(=O)CSc2nnc(CN3CCOCC3)n2C)c1 | 96 | 1 | · | 2%
73 | Cc1cccc(-n2c(SCC(=O)N3CCCC3)nnc2-c2ccccn2)c1C | 7 | 5 | -1% | -3%
74 | COC(=O)c1ccc(Cn2c(CN3CCOCC3)nc3ccccc3c2=O)o1 | -19 | 7 | 1% | -3%
75 | c1ccc2c(N3CCCCC3)nnc(N3CCCCC3)c2c1 | 1 | 8 | -14% | 5%
76 | CC1(C)Cc2c(sc3ncn(N)c(=N)c23)CO1 | 34 | 5 | 3% | -9%
77 | N#Cc1ccc(CN2CC[C@@]3(CCCN(C(=O)c4cnccn4)C3)C2)cc1 | · | · | 5% | -3%
78 | CCOC(=O)c1sc(NC(=O)CSc2nc(C)cc(C(F)(F)F)n2)c(C#N)c1C | ? | 3 | -25% | -4%
79 | C=CCn1c(=O)n(CC=C)c(=O)n(CC=C)c1=O | · | · | 1% | -1%
80 | COc1cccc(CNC(=O)C2CCN(S(=O)(=O)N3CCCCC3)CC2)c1 | 11 | -4 | 2% | 1%
81 | CC(C)CC1(C)NC(=O)N(CCN2C(=O)c3ccccc3C2=O)C1=O (stereo not drawn) | 20 | -10 | 14% | -3%
82 | COCCCNC(=O)c1ccc(CS(=O)(=O)c2ccc(Br)cc2)o1 | 32 | 11 | 1% | 0%
83 | Cc1cc(NC(=O)COC(=O)C2CCN(S(=O)(=O)c3c(Cl)cccc3Cl)CC2)no1 | 22 | 2 | -4% | -1%

Structures from the list above that have a CF3 group:
# | Molecule | PNC inhibitor | IMPase inh | 15-hLO-2 inh | 12-hLO inh
37 | O=C(O)c1ccc(OC(F)(F)C(F)C(F)(F)F)cc1 (stereo not drawn) | 3 | -12 | -5% | -5%
78 | CCOC(=O)c1sc(NC(=O)CSc2nc(C)cc(C(F)(F)F)n2)c(C#N)c1C | ? | 3 | -25% | -4%

High-throughput results: PubChem BioAssay, National Center for Advancing Translational Sciences (NCATS)
